mcGAS inh: cyclic GMP-AMP synthase inhibitors, mouse, primary biochemical chemiluminescence | Q8C6L5 | recombinant cGAS, Kinase-Glo ATP depletion luminescence | inhibition, % at 12.5 µM | 160,000 compounds, 0.15% hits;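 note: 0% = negative control wells and 100% = reference inhibitor with no enzyme activity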
NPYLR7 ag: agonists of mosquito NPYLR7 receptor, primary screen, cell-based, Aedes aegypti, calcium fluorescence, mosquito biting behavior. Aedes aegypti neuropeptide Y-like receptor 7 (NPYLR7). HEK293T NPYLR7/Galpha15, GCaMP6s calcium fluorescence. activation, % at 10 µM. 270,000 compounds, 0.15% hits. AID 1259423, 2018; in the data active = activation above about 40%;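 note: 0% = vehicle and 100% = reference agonist at the receptor; some compounds past the cut are filed as inactive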
hcGAS inh: Primary biochemical luminescence assay for human cyclic GMP-AMP synthase inhibitors; recombinant h-cGAS, ATP depletion, Kinase-Glo luminescence; inhibition, % at 12.5 µM; 290,000 compounds, 0.081% hits; AID 1259398, 2018;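 note: 0% = vehicle reaction and 100% = reaction without DNA for no activity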
Target sequence (Q8N884 whole entry, looked up): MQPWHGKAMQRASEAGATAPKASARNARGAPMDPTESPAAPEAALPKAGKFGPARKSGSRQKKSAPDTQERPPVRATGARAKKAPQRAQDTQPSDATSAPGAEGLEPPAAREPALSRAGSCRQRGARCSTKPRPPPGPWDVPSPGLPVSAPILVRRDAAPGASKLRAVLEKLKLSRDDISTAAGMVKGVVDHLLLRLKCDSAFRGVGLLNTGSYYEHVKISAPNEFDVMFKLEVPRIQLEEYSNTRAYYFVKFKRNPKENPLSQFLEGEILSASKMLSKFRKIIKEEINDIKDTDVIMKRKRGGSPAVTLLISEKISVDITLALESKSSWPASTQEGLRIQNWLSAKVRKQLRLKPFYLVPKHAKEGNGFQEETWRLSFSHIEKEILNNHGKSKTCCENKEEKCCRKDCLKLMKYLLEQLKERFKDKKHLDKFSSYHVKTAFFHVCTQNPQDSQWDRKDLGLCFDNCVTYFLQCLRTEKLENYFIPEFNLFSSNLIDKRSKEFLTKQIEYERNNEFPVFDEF
Numbers without * were called inactive; x = not tested or not shown; & = joins results of further samples. Cut-off read from the data, not from the text of the source, unless noted: active = inhibition above about 40%; inactive = the rest.

Results follow in this order: mcGAS inh | NPYLR7 ag | hcGAS inh
1) NC1(C(=O)N2CC[C@@H](c3ccc4ccccc4c3)[C@H](O)C2)CCCC1
→ x | 5 | -6
2) CCOC(=O)c1ccc(NC(=O)C2C(=O)N(C)C3(C)CC2c2ccccc2O3)cc1 (stereo not drawn)
→ x | 3 | 2
3) Cc1nn(C)c(C)c1C(=O)N(C)Cc1ccc(Cl)cc1
→ x | 2 | -5
4) O=C(Cc1coc2cc3c(cc12)CCC3)Nc1ccccc1N1CCOCC1
→ x | 1 | 0
5) Cc1nnc(-c2cccc(-c3ccc4c(c3)OCCO4)c2)o1
→ -17 | 25 | -2
6) COc1ccc(C(C)C)cc1-c1cc(N2CCCC2CO)n2nccc2n1 (stereo not drawn)
→ -5 | -8 | -14
7) CCOC(=O)CNS(=O)(=O)c1cc(-c2nnc(Nc3ccc(C)cc3)c3ccccc23)ccc1C
→ x | -18 | -8
8) O=C1CSC(c2ccc3c(c2)OCO3)N1c1ccc(Cl)cc1 (stereo not drawn)
→ x | -4 | -3
9) O=C(NCCc1cscn1)C1CCN(c2nc(-c3ccccc3)nc3c2CCC3)CC1
→ x | -1 | -1
10) CCC(C)N(Cc1ccc(C)cc1)Cc1nccs1 (stereo not drawn)
→ x | 13 | -7
11) CC(C)c1nc(C(=O)NCc2cccc(N(C)C)n2)cs1
→ -17 | -3&4 | -3&-18
12) COc1cccc(CN2CCC2(C)C(=O)Nc2ccc3c(c2)CCN3C(C)=O)c1OC (stereo not drawn)
→ x | 5 | -10
13) C=CCCC(=O)N[C@H]1CC[C@@H]2SC[C@@H](C(=O)N[C@@H](Cc3ccc(O)cc3)C(=O)OC)N2C1=O
→ -3 | -4 | -3
14) CC(C)(C)C(C(=O)N1CCC2(CC1)OC(=O)c1ccccc12)n1cccc1 (stereo not drawn)
→ x | 1 | 2
15) Cc1[nH]c(=S)[nH]c(=O)c1CCC(=O)NC(C)c1ccccc1Cl (stereo not drawn)
→ -2 | 4 | 0
16) COc1ccccc1NC(=O)CCNC1CCSCC1
→ -17 | x | -5
17) C=c1cc(C)n(CC(=O)Nc2ccc(OC)c(OC)c2)c(=O)c1=C1N=C(c2ccccc2)NO1
→ -8 | -2 | -5
18) Cc1cc(C)n2nc(C(=O)NCc3cccnc3N3CCCN(C)CC3)cc2n1
→ -10 | 2 | -4
19) O=C(CCCc1nc2ccccc2s1)Nc1ccc2c(c1)CCC2
→ x | 4 | -2
20) COc1ccc(C(=O)NCC(=O)NC2CCN(C(=O)C(C)C)C2)cc1 (stereo not drawn)
→ x | 2 | -2
21) COc1ccccc1NC(=O)Cc1csc(C)n1
→ x | 14 | -6
22) COc1cccc(-c2cc(C(=O)NCCN3CCOCC3)n(-c3cccc([N+](=O)[O-])c3)n2)c1
→ -6 | -1 | -7
23) COc1cc2ccccc2cc1C(=O)Nc1sccc1C(N)=O
→ x | 2 | -3
24) CCOC(=O)C1(CCOc2ccccc2)CCN(Cc2cc3ccccc3[nH]2)CC1
→ x | 3 | 0
25) c1cncc(CN2CC(n3cccn3)Cc3ccccc32)c1 (stereo not drawn)
→ -14 | 0 | -7
26) Cc1ccsc1-c1nc(CN2C[C@@H](C)O[C@@H](C)C2)c(C)o1
→ -5 | -9 | -3
27) O=C1NC(=S)S/C1=C\C(Br)=C\c1ccccc1
→ 52* | 0 | -8
28) CN(C)CC(c1ccc(O)cc1)C1(O)CCCCC1 (stereo not drawn)
→ x | -4 | 1
29) CN(Cc1cccs1)c1nc(C(C)(C)C)nc2c1cnn2C
→ -12 | 3 | -7
30) O=C(c1cccs1)N(Cc1ccc(F)cc1)CC1CC(c2ccc(Cl)c(Cl)c2)=NO1 (stereo not drawn)
→ -5 | 21 | -2

Three of the compounds above, as labelled records.
[21] COc1ccccc1NC(=O)Cc1csc(C)n1
  mcGAS inh = x; NPYLR7 ag = 14; hcGAS inh = -6

[22] COc1cccc(-c2cc(C(=O)NCCN3CCOCC3)n(-c3cccc([N+](=O)[O-])c3)n2)c1
  mcGAS inh = -6; NPYLR7 ag = -1; hcGAS inh = -7

[23] COc1cc2ccccc2cc1C(=O)Nc1sccc1C(N)=O
  mcGAS inh = x; NPYLR7 ag = 2; hcGAS inh = -3

Going on with the list.
Results follow in this order: mcGAS inh | NPYLR7 ag | hcGAS inh
31) CCN(CCc1ccccn1)S(=O)(=O)c1ccc(C)c(Cl)c1
→ -15 | 10 | -11
32) CCOc1ccc(NC(=O)CN(C)C(=O)c2ccsc2)cc1OCC
→ x | 9 | -8
33) Cc1ccc2nc(-c3ccc4c(c3)OCO4)c(NCc3ccccc3)n2c1
→ -7&-7 | 0&-3 | -5&0
34) Cc1onc(C(=O)NC(C)CN2CCc3ccccc3C2)c1CO (stereo not drawn)
→ x | -8 | -5
35) CC(Oc1ccccc1)C(=O)N(Cc1cccc(Cl)c1)Cc1nc2cc(Cl)ccc2o1 (stereo not drawn)
→ -7 | 9 | -2
36) C=CCNC(=S)N/N=C\c1ccc(-c2cccc([N+](=O)[O-])c2)o1
→ -5 | -4 | -4
37) Cc1occc1-c1nnc(SCC(=O)c2cc(C)n(-c3ncn[nH]3)c2C)n1C
→ x | 2 | -7
38) COC(=O)c1ccc(Oc2coc3c4c(ccc3c2=O)OCN(C2CC(C)(C)NC(C)(C)C2)C4)cc1
→ 0 | -3 | 7
39) CCc1ccc(CN(Cc2ccsc2)Cc2ccco2)nc1
→ x | -7 | -8
40) CCOCC(=O)N1CCN(Cc2nnnn2-c2ccc(OCC)cc2)CC1
→ -8 | -1 | -9
41) CCC1CCCCN1CN1C(=O)NC2(CCC(C)CC2)C1=O (stereo not drawn)
→ -5 | 3 | -2
42) COc1cccc(OCC(=O)N(CCn2nc(C)cc2C)c2nc3ccccc3s2)c1
→ -10 | -17 | -8
43) CSc1ncc(CN2CCCC(OCc3cccnc3)C2)cn1 (stereo not drawn)
→ x | 16 | -6
44) O=C(Cc1ccccc1)N1CCC(n2c(=O)oc3ccc(F)cc32)CC1
→ -8 | 3 | -9
45) Nc1n[nH]c(C2CCN(C(=O)COCC(F)(F)C(F)F)CC2)n1
→ 1 | x | 4
46) CC(=O)NCc1c(I)c(NC(C)=O)c(I)c(C(=O)O)c1I
→ x | -17 | 2
47) COc1ccc(N2CCN(c3nc(SC)ncc3CNC(C)c3cccc(OC)c3)CC2)cc1 (stereo not drawn)
→ 2 | 3 | 3
48) Cc1ccccc1-c1nc(OCC(C)C)nn1-c1ccc(NC(=O)c2ccc(C(C)(C)C)cc2)cc1
→ -5 | -1 | -8
49) Cc1ccc(-c2cc(C(=O)O)[nH]n2)cc1
→ -6 | -2 | -2
50) CCCCCc1ccc(C(=O)N(CCN2CCCC2)CC(=O)N(Cc2ccc(F)cc2)Cc2cccs2)cc1
→ -5 | 13 | -2
51) COc1ccc2nc(-c3ccc(C)c(NC(=O)NCc4ccccc4)c3)cn2n1
→ -1 | 3 | 0
52) COCc1cc(N(C)CCc2ccc(OC)c(OC)c2)nc(SCc2cccc(C(=O)O)c2)n1
→ -4 | 10 | -2
53) Cc1ccc(C(=O)COC(=O)c2ccc(F)c(S(=O)(=O)N3CCOCC3)c2)s1
→ x | -8 | -9
54) CC1(C(=O)NS(=O)(=O)c2ccccc2)CCN1C(=O)c1ccccc1CCc1ccccc1 (stereo not drawn)
→ x | 10 | -9
55) COc1ccc(CN2CCC2(C)C(=O)NCc2ccc3c(c2)OCO3)c2ccccc12 (stereo not drawn)
→ -3 | -2 | -4
56) C=CS(=O)(=O)Oc1ccccc1
→ x | 11 | -6
57) COC(C)c1nc(CN2CCCN(CC(=O)NCc3ccc(F)cc3)CC2)cs1 (stereo not drawn)
→ x | 6 | -7
58) O=C(CCC1CCCN(Cc2cccc3cnccc23)C1)NCc1ccccc1Cl (stereo not drawn)
→ x | 11 | -3
59) CCOC(=O)C1=NN(C(=O)c2ccccc2)C2C(=O)N(CC)C(=O)C12 (stereo not drawn)
→ -7 | -2 | -13
60) CC(C)CNC(=O)[C@@]1(OCc2ccc(C#N)cc2)CC(OCc2ccc(C(F)(F)F)cc2)[C@@H]2OC(C)(C)O[C@@H]2C1 (stereo partly drawn)
→ -8 | 2 | -6

New compounds follow
cpd	Structure	mcGAS inh	NPYLR7 ag	hcGAS inh
61	CC(=O)OC[C@H]1O[C@@H]2C[C@@H](Nc3c(C)cccc32)[C@@H]1OC(C)=O	-6	8	0
62	COc1c(S(=O)(=O)N2CCC(C(N)=O)CC2)ccc(Cl)c1Cl	-8	5	-3
63	CCn1c(=O)c([N+](=O)[O-])c(NCCc2ccc(OC)cc2)c2ccccc21	x	3	-5
64	CCN(CC)c1ccc(C2C(C(=O)OC)=C(C)NC3=C2C(=O)CC(c2ccccc2Cl)C3)cc1 (stereo not drawn)	x	-2	5
65	FC(F)(F)c1cc(-n2c(COc3ccccc3)n[nH]c2=S)cc(C(F)(F)F)c1	-4	-4	-6
66	Cc1nc(Cn2c(C)c(C(=O)NCc3cccc(C(F)(F)F)c3)sc2=O)cs1	x	-10	10
67	N#Cc1c2c(c(=O)n3c1[nH]c1ccccc13)CCC2	-3	0&4	5&5
68	CCOC(=O)c1c(NC(=O)c2ccc(NC(C)=O)cc2)c(-c2cccc(F)c2)cn1C	-5	2	-5
69	COc1ccc(C(=O)Cn2nc(C3CCN(S(C)(=O)=O)CC3)n(C)c2=O)cc1	-8	-4	-5
70	O=C(C1CCS(=O)(=O)CC1)N1CCC2(CC1)C(=O)Nc1ccccc12	x	-2	6
71	O=[N+]([O-])c1ccc(-c2noc(CNCC(O)c3ccccc3)n2)cc1 (stereo not drawn)	-3	7	-3
72	COc1ccccc1-n1c(SCc2nc(C(=O)N3CCN(c4ccc([N+](=O)[O-])cc4)CC3)cs2)nnc1-c1cccnc1	-4	15	-3
73	N#CC1(c2ccccc2)CCN(C(=O)C2CC=CCC2C(=O)NCCc2cccc(Cl)c2)CC1 (stereo not drawn)	-3	2	-10
74	COc1cc(CNC(=O)CCN2Cc3cc(Cl)ccc3OC(C)C2)cc(OC)c1OC (stereo not drawn)	-9	2	-2
75	Cc1ccc2nc(/C(Cl)=C/c3ccc(C(=O)O)cc3)cc(=O)n2c1	6	-4	6
76	O=C(COc1ccc(Br)cc1)NNC(=O)Nc1ccccc1	-8	-5	-6
77	CCCCOCC(=O)N1C[C@@H](N)C[C@H]1C(=O)NC(C)C	-14	10	-3
78	COC(=O)c1sc(NC(=O)c2cc3ccccc3o2)nc1C	x	5	-4
79	CNC(=O)Cn1cc(OC)c(=O)cc1CSc1nnnn1C	-10	0	-5
80	COCCn1ccnc1-c1[nH]cnc1-c1ccccc1	-18	1	-7
81	C=CCNC(=O)CN1CN(c2ccccc2)C2(CCN(C(=O)NCc3ccccc3)CC2)C1=O	-7	8	-4
82	COC(=O)c1ccc(NS(=O)(=O)c2ccccc2C(=O)OC)cc1	x	4	-4
83	O=C(OCc1cc(=O)n2c3c(sc2n1)CCCC3)c1cc(=O)c2cc(Cl)ccc2o1	-6	-1	-5
84	Cc1nn(C)cc1C(=O)N1CCC(F)(F)C(COCC2CC2)C1 (stereo not drawn)	-4	x	-7
85	COc1cc(C(=O)NC2CCSc3ccc(Cl)cc32)c([N+](=O)[O-])cc1OC (stereo not drawn)	x	3	-6

Pulled by structure from above, four records:
cpd	Structure	mcGAS inh	NPYLR7 ag	hcGAS inh
78	COC(=O)c1sc(NC(=O)c2cc3ccccc3o2)nc1C	x	5	-4
64	CCN(CC)c1ccc(C2C(C(=O)OC)=C(C)NC3=C2C(=O)CC(c2ccccc2Cl)C3)cc1 (stereo not drawn)	x	-2	5
61	CC(=O)OC[C@H]1O[C@@H]2C[C@@H](Nc3c(C)cccc32)[C@@H]1OC(C)=O	-6	8	0
72	COc1ccccc1-n1c(SCc2nc(C(=O)N3CCN(c4ccc([N+](=O)[O-])cc4)CC3)cs2)nnc1-c1cccnc1	-4	15	-3

Later entries:
cpd	Structure	mcGAS inh	NPYLR7 ag	hcGAS inh
86	O=C(NCCCc1ccccc1)c1ccc(-c2cccc(Cl)c2)s1	-6	4	-6
87	CCc1ccccc1N1CCN(C(=O)COC)C(C)C1=O (stereo not drawn)	-3	11	-3
88	Clc1ccc(-c2cc(-c3nnc(SCC4CCCO4)o3)c3ccccc3n2)cc1 (stereo not drawn)	x	3	-10
89	COc1ccc(S(=O)(=O)N2CCOCC2)cc1NC(=O)C1(c2cccc(C)c2)CCC1	-9	2	-5
90	Cn1c(SCC(O)=C(C#N)c2nc3ccccc3[nH]2)nnc1C1CC1	x	-1	-3
91	CCOc1ccc2nc(N3CCC(NCCc4cnn(-c5ccccc5)c4)CC3)nc(C)c2c1	-11	20	-8
92	C=CCN1C(=O)NC(NC(=O)c2ccccc2)(C(F)(F)F)C1=O (stereo not drawn)	x	15	-9
93	O=C(Nc1ccc(Oc2ncccn2)cc1)NC1C2CCCC1CN(C1CC1)C2 (stereo not drawn)	-16	-8	-8
94	CCOC(=O)NCCNC(=O)NC1C2CCCC1CN(C1CC1)C2 (stereo not drawn)	x	1	-6
95	C=CCOc1ccc(C(=O)N2CCNC(=O)C2C)cc1OCC (stereo not drawn)	-7	1	0
96	Cn1nc(C(=O)NCc2noc(-c3ccco3)n2)c2c1CCCC2	x	2	3
97	Fc1ccc(N2CCC(NCCNc3cccnc3)C2)cc1 (stereo not drawn)	x	17	0
98	COc1ccc(CCNC(=O)CN2CN(c3ccccc3)C3(CCN(C(=O)c4ccccc4OC)CC3)C2=O)cc1OC	-5	22	-5
99	CC(C(=O)NCc1cccnc1)N1C(=O)COc2ccc(C(=O)COc3ccc(F)cc3F)cc21 (stereo not drawn)	-5	x	-5

Screening results: PubChem BioAssay, Fisher Drug Discovery Resource Center

Outcome played no part in choosing rows. Share with any hit: about 0.27%.
